RORa activator = RORA (human) activation | activation, % at 10 µM | 65,000 tested, 1.5% active | P35398 | AID 560 | CHO-K1 Gal4-RORA LBD luciferase reporter, luminescence; percent increase over mock-subtracted basal signal;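 active = activation above the mean of all tested compounds plus 3 SD, cut at about 49% in these data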;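 note: 0% = DMSO-treated RORA cells and 100% = added signal equal to DMSO minus mock-transfected cells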
Target sequence (P35398 whole entry, looked up, the tested form may be a part): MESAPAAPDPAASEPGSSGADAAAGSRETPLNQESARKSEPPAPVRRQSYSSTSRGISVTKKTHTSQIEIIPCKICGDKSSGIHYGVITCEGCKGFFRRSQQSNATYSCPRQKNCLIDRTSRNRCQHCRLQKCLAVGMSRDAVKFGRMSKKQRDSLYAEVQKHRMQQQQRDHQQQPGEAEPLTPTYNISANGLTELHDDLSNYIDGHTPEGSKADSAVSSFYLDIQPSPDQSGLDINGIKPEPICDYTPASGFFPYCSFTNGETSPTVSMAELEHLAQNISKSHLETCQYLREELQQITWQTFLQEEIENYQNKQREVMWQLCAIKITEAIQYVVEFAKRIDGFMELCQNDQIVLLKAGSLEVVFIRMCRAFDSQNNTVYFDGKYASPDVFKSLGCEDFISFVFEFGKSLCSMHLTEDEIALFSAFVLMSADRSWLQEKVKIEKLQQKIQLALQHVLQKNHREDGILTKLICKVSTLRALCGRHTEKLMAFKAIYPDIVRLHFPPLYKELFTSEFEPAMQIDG
CatS block = blocks human cathepsin S protease activity. AID 501. P25774. inhibition, %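 (tested at 5 µM per compound within 10-compound mixtures)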. recombinant cathepsin S, AMC dipeptide fluorescence, pooled mixtures. 62,000 tested, 0.06% active; in the data active = inhibition above about 32%, passing the limit was not always enough;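 note: 0% = enzyme without compound and 100% = blank without enzyme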
CatB mix inh = human cathepsin B inhibition by mixtures; AID 488; Purified cathepsin B, AMC dipeptide fluorescence, compound mixtures; 62,000 tested, 0.06% active; inhibition, %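 (ten-compound pools at 5 µM per compound and 50 µM total)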; in the data active = inhibition above about 22%, passing the limit was not always enough;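 note: 0% = enzyme without compound and 100% = no enzyme blank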
AP complement = alternative pathway complement inhibition, orthogonal assay | Human serum alternative complement pathway, LPS-coated ELISA, C3 deposition; tested in compound mixtures | inhibition, % at 5 µM | 62,000 tested, 0.08% active | AID 1235;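 active = inhibition above 30% in each of the two pooled mixtures holding the compound, so the lower value exceeds 30%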;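 note: 0% = serum in Mg-EGTA without compound and 100% = EDTA serum blank; some compounds past the cut are filed as inactive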
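Test system: human serum alternative complement pathway, C3 deposition on LPS-coated wells; also added: Plate-bound LPS; doses: 5 µM per compound in ten-compound mixtures; schedule: 1 h at 37 °C; detection: Anti-C3 ELISA, OD 450 nm; evaluation: percent inhibition of C3 deposition onto LPS; repeats: two pool placements per compound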
CatB inh = inhibitors of human cathepsin B; P07858; purified cathepsin B, fluorogenic substrate, fluorescence; inhibition, %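 (tested at 10 µM)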; 63,000 tested, 0.1% active; in the data active = inhibition above about 21%;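 note: 0% = enzyme with no compound and 100% = no enzyme blank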
JNK3 inh = blocks human JNK3 kinase activity; P53779; purified JNK3 kinase activity, HTS; inhibition, % at 8 µM; 60,000 tested, 0.61% active; in the data active = inhibition above about 17%;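 note: 0% = DMSO and 100% = reference inhibitor; many of its hits are not listed in these tables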
Target sequence (P53779 whole entry, looked up): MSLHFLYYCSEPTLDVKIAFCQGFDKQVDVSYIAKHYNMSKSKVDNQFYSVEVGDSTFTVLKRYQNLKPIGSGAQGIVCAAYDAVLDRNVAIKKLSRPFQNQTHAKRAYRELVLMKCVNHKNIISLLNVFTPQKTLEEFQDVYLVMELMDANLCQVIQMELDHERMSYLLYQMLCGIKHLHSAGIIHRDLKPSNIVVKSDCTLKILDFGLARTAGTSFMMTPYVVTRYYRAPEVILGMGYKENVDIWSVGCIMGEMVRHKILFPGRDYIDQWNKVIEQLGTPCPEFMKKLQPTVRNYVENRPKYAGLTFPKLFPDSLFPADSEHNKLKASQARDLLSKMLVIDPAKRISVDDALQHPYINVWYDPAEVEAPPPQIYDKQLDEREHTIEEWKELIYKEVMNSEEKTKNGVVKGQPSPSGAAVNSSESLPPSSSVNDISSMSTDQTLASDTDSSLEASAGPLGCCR
Ec RNAP inh = blocks E. coli RNA polymerase transcription | P0A8V2 | fluorescence transcription assay | inhibition, %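 (tested at 10 µM)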 | 62,000 tested, 0.2% active; in the data active = inhibition above about 20%;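 note: 0% = enzyme without compound and 100% = no enzyme blank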
PKA inh = blocks human protein kinase A activity. P17612. PKA Kemptide phosphorylation, Kinase-Glo ATP luminescence. inhibition, % at 6 µM. 65,000 tested, 0.1% active. AID 524;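 active = inhibition above the screen-wide mean inhibition plus 3 SD, cut at about 21% in these data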; note: many of its hits are not listed in these tables
ROCK2 blocker = blocks human Rho kinase 2 activity. O75116. purified ROCK2, Kinase-Glo ATP depletion luminescence. inhibition, % at 6 µM. 60,000 tested, 0.35% active. AID 604;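 active = inhibition above the screen-wide mean inhibition plus 3 SD, cut at about 18% in these data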;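 note: plate controls were DMSO wells for no effect and Y-27632 control wells after no-enzyme background subtraction for full effect; many of its hits are not listed in these tables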
The depositor's hits bear a star; nt = not tested or not shown. Not all compounds are listed; the hit share may differ from the screen's.

SMILES	RORa activator	CatS block	CatB mix inh	AP complement	CatB inh	JNK3 inh	Ec RNAP inh	PKA inh	ROCK2 blocker
Cn1c(SCc2ccccc2)nnc1-c1ccc2c(c1)OCO2	55*	46	1	3	0	-2	4	8	0
O=c1c(-c2ccc(Cl)cc2)coc2c(CN3CCOCC3)c(O)ccc12	21	8	0	0	4	6	10	7	6
N#CCCn1cc(C(CC(=O)c2ccccc2)C(=O)O)c2ccccc21 (stereo not given)	-11	nt	nt	nt	nt	8	nt	11	5
Cn1c(SCC(=O)NCc2cccs2)nnc1-c1ccco1	10	6	2	8	7	7	5	11	9
CCC(=O)/C=C1\Sc2ccc(OC)cc2N1CCO	-8	nt	2	1	9	-18	4	-1	1
CCc1ccc(S(=O)(=O)NCc2cn3cccc(C)c3n2)s1	20	4	3	10	0	2	10	17	8
Cc1onc(-c2ccccc2)c1C(=O)Nc1nc(-c2cc(F)ccc2F)cs1	18	0	6	8	1	8	5	6	2
Cc1cccc(OCc2nc(C#N)c(NCc3ccc4c(c3)OCO4)o2)c1	-5	15	7	11	2	nt	6	-2	nt
COC(=O)c1cn(CC(=O)N2CCCCCC2)c2ccccc12	-4	18	-1	15	-2	-5	2	-2	-10
COc1ccc(S(=O)(=O)N2CCC(C(=O)NCCc3ccc4c(c3)OCO4)CC2)cc1	-12	-1	-2	3	3	-4	6	-1	14
COc1cccc(NC(=O)Nc2nnc(N3CCCCC3C)s2)c1 (stereo not given)	24	-18	1	11	2	-6	-4	7	-2
CCOc1ccc(S(=O)(=O)Nc2nc3ccccc3nc2N2CCN(C)CC2)cc1	-6	-23	2	15	1	3	1	7	4
O=C1NCCCC1C(=O)N1CCN(C(=O)c2ccco2)CC1 (stereo not given)	1	-2	-2	9	6	0	1	11	4
COc1ccccc1OCc1nc(C#N)c(N2CC(C)CC(C)C2)o1 (stereo not given)	1	19	2	12	-1	-2	1	-12	-2
CCOc1cc(C2C(C(=O)N3CCCCC3)=C(C)NC3=C2C(=O)CCC3)cc(Br)c1O (stereo not given)	0	0	-2	12	-2	-4	-8	-5	1
COc1ccc(N2CCN(Cc3cc(=O)oc4cc(-c5ccccc5)c(O)cc34)CC2)cc1	-16	-1	3	11	0	8	8	4	2
CCc1ccccc1NC(=O)CN(C)Cc1nc(N)nc(Nc2ccccc2C)n1	-18	-5	2	6	2	13	-9	1	1
COc1ccc(-n2nnc3c(SCC(=O)c4ccccc4)ncnc32)cc1	7	3	-3	3	3	1	7	5	2
CC(OC(=O)c1ccccc1NCc1ccco1)C(=O)Nc1ncc(Cl)cc1Cl (stereo not given)	-19	-8	-1	-2	-1	nt	-2	5	nt
CCCCOc1nc2ccccc2nc1C(C#N)S(=O)(=O)c1ccccc1 (stereo not given)	3	34	2	-2	3	1	12	13	4
Cc1cc(NC(=O)CSc2cn(CCNC(=O)c3ccc(Cl)cc3)c3ccccc23)no1	-13	-2	2	8	0	4	3	0	5
COc1ccc2[nH]c3c(c2c1)CCn1c-3nc2ccccc2c1=O	10	45	1	6	-1	nt	-1	6	nt
Cc1c2cccn2cc[n+]1C	-5	7	-8	12	nt	0	4	6	6
CC(C)(C)c1ccc(Cn2nnc3c(=O)[nH]c(C4CCCN(C(=O)Cc5cccs5)C4)nc32)cc1 (stereo not given)	7	13	6	11	0	-1	9	9	6
CCCCC(NS(=O)(=O)c1ccc(OC)cc1)C(=O)O (stereo not given)	-6	-7	3	15	-2	0	4	5	4

Rewritten as labelled records: entries from further up.
COc1ccc2[nH]c3c(c2c1)CCn1c-3nc2ccccc2c1=O
  RORa activator = 10 | CatS block = 45 | CatB mix inh = 1 | AP complement = 6 | CatB inh = -1 | JNK3 inh = nt | Ec RNAP inh = -1 | PKA inh = 6 | ROCK2 blocker = nt
Cc1c2cccn2cc[n+]1C
  RORa activator = -5 | CatS block = 7 | CatB mix inh = -8 | AP complement = 12 | CatB inh = nt | JNK3 inh = 0 | Ec RNAP inh = 4 | PKA inh = 6 | ROCK2 blocker = 6
CC(C)(C)c1ccc(Cn2nnc3c(=O)[nH]c(C4CCCN(C(=O)Cc5cccs5)C4)nc32)cc1 (stereo not given)
  RORa activator = 7 | CatS block = 13 | CatB mix inh = 6 | AP complement = 11 | CatB inh = 0 | JNK3 inh = -1 | Ec RNAP inh = 9 | PKA inh = 9 | ROCK2 blocker = 6
CCCCC(NS(=O)(=O)c1ccc(OC)cc1)C(=O)O (stereo not given)
  RORa activator = -6 | CatS block = -7 | CatB mix inh = 3 | AP complement = 15 | CatB inh = -2 | JNK3 inh = 0 | Ec RNAP inh = 4 | PKA inh = 5 | ROCK2 blocker = 4

More structures follow.
SMILES	RORa activator	CatS block	CatB mix inh	AP complement	CatB inh	JNK3 inh	Ec RNAP inh	PKA inh	ROCK2 blocker
Cc1cc(C)c(S(=O)(=O)n2nc(C)c(Br)c2C)c(C)c1	-1	-2	3	10	7	6	-1	10	8
CCOCCN(C=O)c1cccc(OC)c1	-22	6	-6	14	0	5	5	7	3
CCC(=O)Nc1cc(NC(=O)CSc2ncc(-c3ccc(F)cc3)n2Cc2ccco2)ccc1C	55*	4	1	0	0	8	-2	8	7
CCOc1ccccc1C1CC(=O)NC(SCC)=C1C#N (stereo not given)	-8	-12	-11	8	2	-2	5	12	4
CCCn1nc(-c2nnc(-c3ccc(C)c(C)c3)o2)c2ccccc2c1=O	-2	2	-2	-3	-1	-4	-3	-7	-3
Cc1cccc(N2CCN(C(=O)c3ccncc3)CC2C)c1 (stereo not given)	0	-9	3	20	-5	-3	-3	1	-1
N#CC(c1nc2ccccc2nc1N1CCCCC1)S(=O)(=O)c1ccc(Cl)cc1 (stereo not given)	-2	4	0	2	-3	-2	8	8	8
Cn1c(=O)n(CCN2CCOCC2)c(=O)c2c1nc1n2CCN1c1ccc(Oc2ccccc2)cc1	37	nt	nt	nt	nt	2	nt	4	-4
Cn1ncc(Cl)c1C(=O)Nc1cccnc1	11	1	8	18	-2	-4	4	-3	-2
COc1ccc(CCN(Cc2cc3cc4c(cc3[nH]c2=O)OCO4)C(C)=O)cc1OC	10	4	3	-6	-5	2	3	2	3
COc1cccc(C2N(c3ccccn3)C(=O)C3CCCN32)c1OC (stereo not given)	-8	0	1	3	8	-2	5	7	4
COc1ccc(CNC(=O)C2CCN(S(=O)(=O)N3CCOCC3)CC2)cc1	-11	-3	-1	1	3	-7	8	14	6
O=C1OCCC1Sc1nnc(-c2ccc3c(c2)OCO3)n1-c1ccccc1 (stereo not given)	0	-5	3	16	1	-4	6	5	0
COCCn1c(Sc2ccccc2)nc2c1c(=O)[nH]c(=O)n2C	18	1	1	3	2	-2	3	4	-2
COCCCNc1oc(-c2ccccc2F)nc1C#N	39	-5	0	21	1	-9	1	3	6
CCCCNC(=O)NCC(=O)Nc1ccc(F)c(F)c1	1	8	-5	2	2	-2	2	0	0
COC(=O)CCCCC(=O)C1C(=O)CC(C)(C)C(C(=O)OC)C1=O (stereo not given)	11	5	3	-6	-1	5	-13	7	0
COCCN(CCOC)c1ncnc2c1cnn2-c1ccc(Cl)cc1	55*	3	3	10	6	nt	3	9	nt
CCOc1ccccc1C(=O)Nc1cc(OC)ccc1OC	12	6	-2	10	nt	8	nt	6	4
COc1ccc2nc(NC(=O)CSc3nc4ccccc4o3)sc2c1	35	0	9	15	-3	1	2	1	2
O=C(c1cccnc1)N1CCCc2ccccc21	-13	0	-1	-9	-1	5	5	10	6
O=C(O)CCC(=O)N1CCc2cc(S(=O)(=O)Nc3ccc4c(c3)OCCO4)ccc21	12	-3	6	15	5	-6	5	8	7
CCCNC(=O)C1=C(C)C(=O)OC12CCC(C)CC2 (stereo not given)	3	-9	-2	26	-5	1	-14	-2	1
O=C(Nc1ccc2nc(-c3ccccc3)oc2c1)c1ccco1	23	-1	-4	-3	3	-7	-5	1	1
COc1cc(C2C(C(C)=O)=C(O)C(=O)N2c2ccc(Br)cn2)ccc1O (stereo not given)	-5	nt	nt	nt	5	7	4	5	7
SMILES	RORa activator	CatS block	CatB mix inh	AP complement	CatB inh	JNK3 inh	Ec RNAP inh	PKA inh	ROCK2 blocker
CCc1c(C(C)O)oc2ccc3c(C)cc(=O)oc3c12 (stereo not given)	8	8	-3	-6	2	3	4	9	11
CC(C)(S)[C@@H](N)C(=O)O	-16	-15	1	8	-1	-6	12	0	3
O=C(COc1cccc(NC(=O)c2ccco2)c1)c1ccc(F)cc1	10	8	-2	-9	2	0	-3	7	6
N#CC(C(=O)c1ccc(S(=O)(=O)N2CCCCCC2)cc1)c1nc2ccccc2[nH]1 (stereo not given)	5	10	5	10	2	-2	2	0	0
COc1ccc(CCNC(=O)CSc2nnc(CNC(=O)c3cccs3)o2)cc1OC	-1	8	4	5	1	nt	7	-1	nt
CCOCCn1c(SCc2cccc(C)c2)nc2c1c(=O)[nH]c(=O)n2C	33	4	0	16	3	-4	8	2	-6
CCCn1nnc(NC(=O)C(C)Oc2ccc(Cl)cc2Cl)n1 (stereo not given)	10	-10	3	18	-2	-6	0	-1	1
CC(C)c1nnc(NC(=O)c2cnccn2)s1	32	2	3	7	4	8	10	1	-1
CCOC(=O)CN1CC23C=CC(O2)C(C(=O)NC2CCCCC2)C3C1=O (stereo not given)	9	3	0	10	3	4	0	-2	-1
CCN(CC)C(=O)CSc1nnc(-c2cc(OC)cc(OC)c2)o1	-8	2	6	7	2	0	9	9	4
COc1ccc(C2NCCO2)cc1OC (stereo not given)	-3	-7	4	6	-2	3	1	2	-1
COc1ccc(C2CC(c3ccccc3Cl)Nc3ncnn32)cc1OC (stereo not given)	-16	0	5	15	2	-2	10	8	6
c1ccc(COc2ccc(OCCCn3cncn3)cc2)cc1	16	4	2	-3	1	-9	0	11	8
CCN(CC)CCNC(=O)c1cn(CC)c2ccc(S(=O)(=O)N(C)C)cc2c1=O	-15	10	5	7	8	1	11	9	1
Cc1c(C(=O)O)oc2c1ccc1ccccc12	6	-1	0	-4	-2	4	1	9	2
Cn1nnnc1SCc1cc(=O)[nH]c2ccccc12	-4	-27	-11	14	1	2	0	14	8
CCN(C(=O)CN1CCN(c2ccc(O)cc2)CC1)c1c(N)n(Cc2ccccc2)c(=O)[nH]c1=O	-15	7	7	9	0	0	13	-1	0
Cc1ccc(CNC(=O)C2CCCN(c3nc4ccccc4o3)C2)cc1 (stereo not given)	-11	2	0	10	9	2	2	9	1
COc1ccc(-c2cn3c(C)c(C(=O)NC(C)(C)C)sc3n2)cc1	56*	23	0	6	2	-2	-2	11	1
Cn1nc(CC(=O)Nc2ccc3c(c2)CCC3)c2ccccc2c1=O	-30	-14	3	9	3	-2	6	-1	-3
O=C(NC1CCCCC1)C1CCCN(c2nnnn2-c2ccccc2)C1 (stereo not given)	-8	20	4	-25	7	5	4	8	-1
CC(C)(C)NC(=O)Nc1ccc2nccnc2c1	90*	13	5	4	-1	8	-5	-2	0
Cc1ccc(S(=O)(=O)N2CCN(Cc3nc4ccccc4n3C)CC2)cc1	26	7	3	9	5	-6	8	8	6
Cc1ccc(S(=O)(=O)NCCC(=O)NCCN2CCCCCC2)cc1	9	23	5	0	-3	-1	3	-6	-1
C=CCNC(=O)c1ccccc1NC(=O)c1ccccc1	-19	3	3	4	4	11	3	8	5
SMILES	RORa activator	CatS block	CatB mix inh	AP complement	CatB inh	JNK3 inh	Ec RNAP inh	PKA inh	ROCK2 blocker
Cc1cc(C(=O)Nc2nnc(-c3ccccc3)s2)no1	16	7	2	7	-1	5	3	5	2
COc1ccc(CNC(=O)c2cc(-c3ccc(OC)c(OC)c3)on2)cc1	-18	17	7	1	8	-2	14	-2	2
COc1ccc(C2/C(=C(/O)c3ccc(OC(C)C)cc3)C(=O)C(=O)N2CCCN2CCOCC2)cc1 (stereo not given)	12	3	0	6	-1	1	10	4	11
CC(=O)Nc1cc2nn(-c3ccccc3)nc2cc1Cl	13	5	0	0	11	nt	1	3	nt
CCOCC(=O)N1CCCC(C(=O)OCC)C1 (stereo not given)	18	8	3	-1	4	-2	nt	5	6
CCOP1(=O)C=C(C(C)(C)C)OC1c1ccc(F)cc1 (stereo not given)	4	4	5	8	-3	-8	9	5	0
